Source: PubChem BioAssay
IMPase inh = qHTS Assay for Identifying the Cell-Membrane Permeable IMPase Inhibitors. AID 901, 2007. inhibition (IP1 accumulation), % at 46.1 µM. 120,000 tested, under 10 active. Inositol monophosphatase 1 (Rattus norvegicus), P97697. CHO-M1 cells, IP1 accumulation, HTRF TR-FRET ratio; active means well fitted curve in the direction sought with a large enough effect in the signal ratio, not every such curve was filed as active; the % refers to the signal ratio;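 further: cells stimulated with carbachol in lithium chloride buffer; plate controls were DMSO basal wells for no effect and reference inhibitor wells for full effect; higher means more IMPase inhibition seen as more IP1 and lower FRET ratio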
Target sequence (P97697 whole entry, looked up): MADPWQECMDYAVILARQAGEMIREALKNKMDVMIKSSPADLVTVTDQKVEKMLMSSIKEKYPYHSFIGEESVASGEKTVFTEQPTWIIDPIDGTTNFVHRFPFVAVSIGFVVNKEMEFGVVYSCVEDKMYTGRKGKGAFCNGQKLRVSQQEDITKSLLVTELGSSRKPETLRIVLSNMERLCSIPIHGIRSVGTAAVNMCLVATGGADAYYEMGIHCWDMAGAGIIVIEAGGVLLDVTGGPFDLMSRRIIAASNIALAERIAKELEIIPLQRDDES
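In this qHTS, compounds (final up to 46 uM) act on CHO-M1 cells that are then activated through the M1 receptor with carbachol, in pH 7.4 buffer containing 50 mM LiCl, for 30 min. IP1 accumulation is quantified by the IP-One immunoassay.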
12-hLO inh = qHTS Assay for Inhibitors of 12-hLO (12-human lipoxygenase); Polyunsaturated fatty acid lipoxygenase ALOX12 (Homo sapiens), P18054; purified 12-hLO, xylenol orange hydroperoxide absorbance; Potency, µM (series often up to 57.1 µM), inactives show at the highest dose activity change, negative = inhibition, hits mostly inhibitors; hit rate 0.12% among 150,000; AID 1452, 2008; further: potency means the concentration at half of the fitted maximal effect; nearly all actives have a fitted effect of over 55% in size; many of its hits are not listed in these tables
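Hydroperoxide formation by human 12-lipoxygenase from 40 uM arachidonic acid was followed colorimetrically via ferric-xylenol orange complex, using the 573/405 nm absorbance ratio. Enzyme concentration was 150 nM, with 30 min reaction at room temperature.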
PNC assembly inh = High Content Assay for Compounds that inhibit the Assembly of the Perinucleolar Compartment; PC3M PTB-GFP, PNC prevalence imaging, 16 h; hits give low values; activity change (PNC), negative = inhibition, % at 10 µM; hit rate 3.1% among 140,000; AID 2417, 2010;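 active means readout at or below -70, meaning at least 70% loss of cells showing the perinucleolar compartment, a nuclear body marking cancer cells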;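 further: plate controls were DMSO wells for no effect and camptothecin positive control wells for full effect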
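Read-out is percentage of cells bearing a perinucleolar compartment, from automated 20x imaging of fixed, Hoechst-stained PC3M PTB-GFP cells. Cells were seeded 4 h, then exposed 16 h to compound (23 nl of library stock) in duplicate plates.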
ALOX15B inhib = qHTS Assay for Inhibitors of 15-hLO-2 (15-human lipoxygenase 2); Polyunsaturated fatty acid lipoxygenase ALOX15B (Homo sapiens), O15296; purified 15hLO-2, xylenol orange hydroperoxide absorbance; Potency, µM (top dose mostly 57.1 µM), inactives show at the highest dose activity change, negative = inhibition, most hits filed as inhibitors; hit rate 0.56% among 110,000; further: potency means the concentration at half of the fitted maximal effect; nearly all actives have a fitted effect of over 60% in size; many of its hits are not listed in these tables
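Purified human 15hLO-2 (50 nM final) preincubated with compounds 15 min at room temperature in 25 mM Hepes pH 7.5, 0.01% Triton X-100, then 45 uM arachidonic acid added for 90 min; hydroperoxide detected via ferrous/xylenol orange, 573/405 nm absorbance ratio.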
Active calls of the source: *; . = not tested or not shown; [ ] = dose if it differs, or a comment. Unless noted, the call rests on the fitted dose curve; in most records, active means well fitted curve in the direction sought with a large enough effect; inconclusive means small, poorly fitted or top-dose-only effect, or another doubt; inactive means no such curve, though single readings can be large; an effect the other way counts as inactive or inconclusive. Unless noted, on the % scale 0 is the no-effect control and ±100 the full control effect.

No.	Structure	IMPase inh	12-hLO inh
1	CCn1cc(C(=O)NC2CCCCC2)c(=O)c2cc(S(=O)(=O)N(C)C)ccc21	-4	4%
2	COc1ccccc1N1CCN(C(=O)CSc2nc(C)cc(=O)[nH]2)CC1	4	1%
3	COc1ccc(NC(=O)CN(Cc2ccccc2)S(C)(=O)=O)cc1OC	.	0%
4	CSCc1nnc(NC(=O)c2ccc(S(=O)(=O)N(CC(C)C)CC(C)C)cc2)o1	5	-4%
5	CCc1ccccc1NS(=O)(=O)c1ccc2c(c1)NC(=O)CC(=O)N2	.	-3%
6	Cc1cccc(NC(=S)N(CCN(C)C)C(C)c2ccccn2)c1 (stereo not drawn)	2	1%
7	CCOC(=O)N1CCC(N2C(=O)c3ccccc3C2Nc2c(C)cccc2C)CC1 (stereo not drawn)	18	-2%
8	CC1=C(C(=O)OCC2CCCO2)C(c2ccc(C)o2)C2=C(CC(c3ccc(N(C)C)cc3)CC2=O)N1 (stereo not drawn)	-9	-2%
9	CCN(CC)c1ccc(/C=N/n2c(=S)[nH]nc(C)c2=O)cc1	-16	-3%
10	CN(C)CCc1c[nH]c2ccc(Cn3cncn3)cc12	.	-3%

No.	PNC assembly inh	ALOX15B inhib
1	10	-3%
2	17	-7%
3	0	.
4	31	44%[activator]
5	-14	.
6	19	9%
7	17	5%
8	13	3%
9	19	-29%
10	.	-8%

Quoted at random: 2 records from the list, in no set order.
No.	Structure	IMPase inh	12-hLO inh
3	COc1ccc(NC(=O)CN(Cc2ccccc2)S(C)(=O)=O)cc1OC	.	0%
10	CN(C)CCc1c[nH]c2ccc(Cn3cncn3)cc12	.	-3%

No.	PNC assembly inh	ALOX15B inhib
3	0	.
10	.	-8%

Of the compounds above, seven have sulfur.
No.	Structure	IMPase inh	12-hLO inh
1	CCn1cc(C(=O)NC2CCCCC2)c(=O)c2cc(S(=O)(=O)N(C)C)ccc21	-4	4%
2	COc1ccccc1N1CCN(C(=O)CSc2nc(C)cc(=O)[nH]2)CC1	4	1%
3	COc1ccc(NC(=O)CN(Cc2ccccc2)S(C)(=O)=O)cc1OC	.	0%
4	CSCc1nnc(NC(=O)c2ccc(S(=O)(=O)N(CC(C)C)CC(C)C)cc2)o1	5	-4%
5	CCc1ccccc1NS(=O)(=O)c1ccc2c(c1)NC(=O)CC(=O)N2	.	-3%
6	Cc1cccc(NC(=S)N(CCN(C)C)C(C)c2ccccn2)c1 (stereo not drawn)	2	1%
9	CCN(CC)c1ccc(/C=N/n2c(=S)[nH]nc(C)c2=O)cc1	-16	-3%

No.	PNC assembly inh	ALOX15B inhib
1	10	-3%
2	17	-7%
3	0	.
4	31	44%[activator]
5	-14	.
6	19	9%
9	19	-29%
